# Source: PubChem BioAssay (National Center for Advancing Translational Sciences (NCATS))
# KCNH2 3.1 inh: KCNH2 3.1 (human) potassium channel inhibition | U2OS KCNH2 3.1, thallium flux FluxOr; active compounds read low | activity change, % (tested at about 1.8 µM) | 340,000 compounds, 0.95% hits | AID 720553;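 active = maximum activity change below -70%; inconclusive = maximum activity change from -70% to -50%; inactive = maximum activity change above -50%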;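 note: thallium influx rate constant from kinetic fluorescence after stimulation buffer; % is set by controls: 0 for no effect and ±100 for the full control effect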
#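 Thallium flux read-out: FluxOr dye with Red40 quencher in HBSS/HEPES, 45 min at RT. Rate constants from kinetic reads were normalized to positive and negative DMSO controls. Cells: U2OS virally expressing the 3.1 isoform.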
# Eya2 inh: Eya2 (human) phosphatase inhibition. Potency, µM (highest dose often 76.9 µM), for the others: at the top dose activity, negative = inhibition, actives largely listed as inhibitors. 330,000 compounds, 0.006% hits. recombinant Eya2, OMFP fluorescence dephosphorylation (OMFP is methylfluorescein phosphate). AID 488837; note: potency is the fitted concentration of half-maximal effect; % is set by controls: 0 for no effect and ±100 for the full control effect
#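 Eya2 protein (added as 0.2 uM solution) was preincubated with compound for 10 min at ambient temperature in 50 mM HEPES pH 7.5, 50 mM NaCl, 5 uM MgCl2, 0.05% BSA, 1 mM DTT. OMFP (added at 50 uM) then reacted 10 min; fluorescence read at 485/525 nm.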
# AT treatment: potential ataxia-telangiectasia treatments restoring KAP-1 phosphorylation. […] A-T fibroblasts, KAP-1 phosphorylation AlphaLISA; neocarzinostatin DNA damage 30 min before lysis. 320,000 compounds, 0.19% hits. Potency, µM (titrated, usually from 57.5 µM), without a hit: top-dose activation, usual class: activators; note: potency is the fitted concentration of half-maximal effect; % of control where 0% means no effect; nearly all actives have a fitted effect of over 45% in size
#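 ATM-like activity read as KAP-1 phosphorylation via AlphaLISA donor/acceptor antibody pairs after lysis and 6 hr at 25C. Cells were ATM-null patient fibroblasts ([…], hTERT), dosed 60 min, then exposed to the DSB inducer NCS for 30 min.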
# ELG1 repair inh: inhibitors of ELG1-dependent DNA repair in HEK293T cells. HEK293T ELG1-luciferase reporter, luminescence, 16 h; DNA damage induced by 5-fluorouridine. Potency, µM (series often up to 46.1 µM), without a hit: at the highest dose activity change, negative = inhibition, most hits filed as inhibitors. 330,000 compounds, 2.3% hits; note: potency is the fitted concentration of half-maximal effect; % is set by controls: 0 for no effect and ±100 for the full control effect; nearly all actives have a fitted effect of over 55% in size
#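 Luminescence from the luciferase reporter, measured 30 min after ONE-Glo reagent at room temperature, was the read-out. Beforehand, 2,000 cells per well were exposed for 16 hr at 37 °C to 5-fluorouridine together with compound or vehicle.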
# hERG WT inh: KCNH2 (human, wildtype) channel inhibition; 340,000 compounds, 0.37% hits; Q12809; activity change, % at 1.84 µM; U2OS, BacMam KCNH2, thallium flux FluxOr; active compounds read low;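 active = maximum activity change below -70%; inconclusive = maximum activity change between -70% and -50%; inactive = maximum activity change above -50%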; note: % is set by controls: 0 for no effect and ±100 for the full control effect
#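 U2OS cells transduced with wild-type KCNH2 virus are loaded with FluxOr dye for 45 min, and thallium flux is measured in kinetic reads before and after stimulation buffer. Rate constants are normalized to DMSO controls.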
# TSHR antagonist: human thyrotropin receptor antagonism. P16473. 330,000 compounds, 0.2% hits. TSHR-expressing cells, TSH-stimulated cAMP HTRF, 2 h; active compounds read low. AID 504810. activity change, negative = inhibition, % at 11.5 µM;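 active = activity change below a set negative limit, meaning inhibition stronger than a set level, cut at about -70% in these data; inconclusive = activity change between two set negative limits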; note: % is set by controls: 0 for no effect and ±100 for the full control effect
# Target sequence (P16473 whole entry, looked up): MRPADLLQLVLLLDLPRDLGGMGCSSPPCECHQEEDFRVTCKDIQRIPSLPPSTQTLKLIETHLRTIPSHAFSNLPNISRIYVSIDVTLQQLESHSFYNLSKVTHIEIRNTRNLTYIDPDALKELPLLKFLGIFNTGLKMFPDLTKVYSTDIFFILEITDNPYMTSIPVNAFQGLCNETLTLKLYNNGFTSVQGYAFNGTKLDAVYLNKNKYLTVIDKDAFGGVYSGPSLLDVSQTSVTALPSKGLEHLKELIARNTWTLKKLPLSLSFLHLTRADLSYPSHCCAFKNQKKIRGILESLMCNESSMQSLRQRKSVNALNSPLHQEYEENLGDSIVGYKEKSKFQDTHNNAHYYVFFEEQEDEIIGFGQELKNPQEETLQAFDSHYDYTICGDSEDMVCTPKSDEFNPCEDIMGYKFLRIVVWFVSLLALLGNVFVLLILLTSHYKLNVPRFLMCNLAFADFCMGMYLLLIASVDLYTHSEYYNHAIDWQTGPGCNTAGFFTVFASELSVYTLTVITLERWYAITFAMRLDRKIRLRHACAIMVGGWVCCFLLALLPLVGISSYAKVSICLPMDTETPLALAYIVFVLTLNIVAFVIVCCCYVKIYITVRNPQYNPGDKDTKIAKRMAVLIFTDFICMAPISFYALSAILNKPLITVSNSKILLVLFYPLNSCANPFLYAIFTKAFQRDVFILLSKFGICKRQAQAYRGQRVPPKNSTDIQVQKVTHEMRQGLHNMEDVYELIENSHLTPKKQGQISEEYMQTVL
#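 Inhibition of cAMP made by TSHR-expressing cells under TSH stimulation (4nM final, EC80; 2 h, 37 deg C) is quantified with a one-step lysis HTRF kit, anti-cAMP cryptate versus cAMP-d2.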
# TCR act: activates T cell receptor signaling; primary human leukocytes, anti-CD3, IL-2 HTRF, 48 h; Potency, µM (series often up to 9.22 µM), inactives show at the top dose activation of IL-2 secretion, hits mostly activators; 330,000 tested, under 10 active; AID 504894; note: % of control where 0% means no effect
#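 Primary human leukocytes incubated 48 hr with anti-CD3 beads plus compound, without co-stimulation. Secreted IL-2 measured by HTRF (europium cryptate/d2 anti-IL-2 pair, 320 nm excitation, 665 nm emission).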
# Mito fusion yeast: mitochondrial division inhibition or fusion activation; 320,000 compounds, 0.23% hits; Potency, µM (highest dose often 46.1 µM), for the others: at the top dose growth rescue (activation), most hits filed as activators; S. cerevisiae fusion-defective mutant growth rescue, CellTiterGlo 48 h; AID 485298;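 note: potency is the fitted concentration of half-maximal effect; % of control where 0% means no effect; nearly all actives have a fitted effect of over 45% in size; temperature-sensitive fusion mutants such as fzo1-1 at 37 °C on non-fermentable ethanol glycerol medium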
#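 Yeast fusion mutant, YPEG (non-fermentable carbon), compound, 48 h at 37C non-permissive; CellTiterGlo added, 10 min RT, luminescence read. Rescued growth = division inhibition.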
# TRPV1 ag: agonists of human vanilloid receptor 1 (TRPV1). Q8NER1. TRPV1-expressing cells, Fluo-8 calcium influx, agonist mode. activation, % at 8.33 µM. 320,000 compounds, 0.19% hits. AID 540275; in the data active = activation above about 80%; inconclusive = between about 30% and that limit; note: 0% is about no effect
#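 Fluo-8 calcium influx in TRPV1-expressing cells, kinetic read (ex 480/em 520 nm). Compound added and read 3 min for agonist activity, followed by capsaicin at EC20 final and 2 min further read for enhancement.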
# USP2a inh: blocks human ubiquitin-specific protease USP2a | USP2 core, Ub-CHOP2 coupled fluorogenic reporter, 485/531 | Potency, µM (top dose mostly 38.3 µM), for the others: at the top dose activity change, negative = inhibition, most hits filed as inhibitors | 330,000 compounds, 0.01% hits;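 note: potency is the fitted concentration of half-maximal effect; plate controls were DMSO wells for no effect and full inhibition by NEM control for full effect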
#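 Deubiquitinase activity read as fluorescence (485/531 nm) after Ub-CHOP2 cleavage activates the enterokinase reporter on its substrate; USP2 core 10nM, Ub-CHOP2 and substrate 25nM each, 30min compound preincubation then 60min RT; data normalized to NEM, curves fitted.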
# * = called active by the depositor; i = inactive; ? = inconclusive; . = no result given; [ ] = dose if it differs, or a comment. Unless noted, calls come from the whole dose curve; as a rule, active = well fitted curve in the direction sought with a large enough effect; inconclusive = small, poorly fitted or top-dose-only effect, or another doubt; inactive = no such curve, though single readings can be large; an effect the other way counts as inactive or inconclusive. Some of the compounds tested; count on the stated rates, not on these rows.
SMILES,KCNH2 3.1 inh,Eya2 inh,AT treatment,ELG1 repair inh,hERG WT inh,TSHR antagonist,TCR act,Mito fusion yeast,TRPV1 ag,USP2a inh
Cc1ccc(C(=O)NCC2(c3ccccc3)CCCC2)cc1,-2,-8%,-7%,-2%,-5,-15,1%,6%,?,1%
CCc1ccc(OCC(=O)N/N=C(\C)c2ccccc2OC(F)F)cc1,-14,-6%,19%,1%,-4,5,-3%[46.1 µM],0%,-5,2%
CCOc1ccc(-n2c(SCc3cc(=O)oc4cc(C)c(C(C)C)cc34)nnc2-c2cccnc2)cc1,-5,-6%,4%,?,-3,7,0%[46.1 µM],13%,7,-5%
CC(/C=C1\SC(=S)N(NS(=O)(=O)c2ccc(C)cc2)C1=O)=C\c1ccccc1,8,-3%,-9%,13%,-1,-4,8%,7%,-1,-2%
Cc1oc(-c2ccc(Cl)cc2)nc1CSCC(=O)NC1CCN(Cc2ccccc2)CC1,-11,4%,-2%,?,5,3,-2%,-16%,6,1%
COC(=O)CNC(=O)COC(=O)/C=C/c1cccs1,34,-17%,-3%,10%,-5,9,-2%,3%,.,-1%
O=C(Nc1cc(C(F)(F)F)ccc1N1CCOCC1)c1ccc(F)cc1,-8,-5%,2%,?,4,-9,9%,3%,3,1%
CCOc1ccc(S(=O)(=O)NC(Cc2c[nH]c3ccccc23)C(=O)O)cc1 (stereo not drawn),1,-7%,7%,1%,-1,-8,-10%,15%,-1,2%
CN=c1oc2ccc(Cl)cc2cc1C(N)=O,8,-6%,2%,4%,-4,-14,-16%,-2%,3,0%
Cc1c(CC(=O)O)c(=O)oc2c(C)c(OCc3ccc(F)cc3Cl)ccc12,6,-2%,-16%,?,-5,-3,9%,4%,-1,-2%
COc1ccc(S(=O)(=O)N(C)CC(=O)NCc2ccco2)cc1,-30,-3%,2%,-1%,-12,-1,-2%,-3%,6,0%
CCCOC(=O)c1ccc(NC(=O)CSC2=Nc3ccccc3C3CC=NN23)cc1 (stereo not drawn),10,7%,.,?,-5,28,-1%,-4%,1,0%
O=C(C[n+]1ccc(Cc2ccccc2)cc1)Nc1ccccc1,-21,0%,12%,-12%,-7,0,-2%,7%,1,-1%
O=C(CCCC(=O)OCC(=O)c1cccs1)Nc1ccc(F)cc1,16,-2%,3%,-6%,-1,0,3%,-4%,7,-1%
CCc1nc2n[nH]c(N)c2c2c1CCCC2,11,14%,8%,11%,0,-7,1%,-2%,0,0%
Cc1ccc(S(=O)(=O)N2CCCCC2)cc1C(=O)NCCN1CCOCC1,4,6%,16%,?,3,3,-5%,6%,-3,2%
Cc1ccc(CNS(=O)(=O)c2c(C)[nH]c(C)c2C(=O)N2CCCCC2)cc1,-4,4%,3%,-1%,-5,-6,-1%,-2%,1,2%
Cc1ccc(NC(=O)CSc2nc3c(c(=O)n(C)c(=O)n3C)n2C)cc1,21,-1%,-3%,15%,2,-7,-1%,-11%,0,4%
O=C(NCc1ccc2c(c1)OCO2)C12CN(Cc3ccccc3)CC1C(c1cccc([N+](=O)[O-])c1)=NO2 (stereo not drawn),-15,-7%,-13%,?,25,?,2%,-8%,-2,0%
CN1CCN(S(=O)(=O)c2cccc(S(=O)(=O)c3cccc(S(=O)(=O)N4CCN(C)CC4)c3)c2)CC1,-12,-1%,0%,3%,5,0,-10%,0%,8,1%
COC(=O)[C@H](Cc1ccc(O)cc1)NC(=O)Cn1cnc(C(=O)Nc2ccc(C)c(C)c2)n1,8,6%,6%,?,8,-23,1%[46.1 µM],.,.,1%
CNc1nc(Cl)nc(NC(C)(C)C)n1,10,2%,0%,16%,-11,0,5%,-5%,.,3%
O=C(CN1CCCC1)Nc1sc2c(c1C(=O)Nc1ccccc1)CCCC2,.,1%,2%,-3%,-94*,-1,0%,-1%,17,3%
CCOc1ccc(CCNC(=O)c2[nH]c(C)c(C(C)=O)c2C)cc1OCC,-10,1%,1%,?,i,-7,-2%,-5%,?,-7%
O=C(COC(=O)/C=C/c1cccc(Cl)c1)Nc1c(F)cccc1F,-5,5%,11%,?,2,9,-3%[46.1 µM],.,.,2%

# Five compounds from above, arranged by SMILES length, highest first.
SMILES,KCNH2 3.1 inh,Eya2 inh,AT treatment,ELG1 repair inh,hERG WT inh,TSHR antagonist,TCR act,Mito fusion yeast,TRPV1 ag,USP2a inh
O=C(NCc1ccc2c(c1)OCO2)C12CN(Cc3ccccc3)CC1C(c1cccc([N+](=O)[O-])c1)=NO2 (stereo not drawn),-15,-7%,-13%,?,25,?,2%,-8%,-2,0%
Cc1oc(-c2ccc(Cl)cc2)nc1CSCC(=O)NC1CCN(Cc2ccccc2)CC1,-11,4%,-2%,?,5,3,-2%,-16%,6,1%
CCOc1ccc(S(=O)(=O)NC(Cc2c[nH]c3ccccc23)C(=O)O)cc1 (stereo not drawn),1,-7%,7%,1%,-1,-8,-10%,15%,-1,2%
Cc1ccc(S(=O)(=O)N2CCCCC2)cc1C(=O)NCCN1CCOCC1,4,6%,16%,?,3,3,-5%,6%,-3,2%
CNc1nc(Cl)nc(NC(C)(C)C)n1,10,2%,0%,16%,-11,0,5%,-5%,.,3%

# Fetched by structure from the list above (2):
SMILES,KCNH2 3.1 inh,Eya2 inh,AT treatment,ELG1 repair inh,hERG WT inh,TSHR antagonist,TCR act,Mito fusion yeast,TRPV1 ag,USP2a inh
O=C(Nc1cc(C(F)(F)F)ccc1N1CCOCC1)c1ccc(F)cc1,-8,-5%,2%,?,4,-9,9%,3%,3,1%
O=C(C[n+]1ccc(Cc2ccccc2)cc1)Nc1ccccc1,-21,0%,12%,-12%,-7,0,-2%,7%,1,-1%

# More entries follow.
SMILES,KCNH2 3.1 inh,Eya2 inh,AT treatment,ELG1 repair inh,hERG WT inh,TSHR antagonist,TCR act,Mito fusion yeast,TRPV1 ag,USP2a inh
COc1ccc(Cl)cc1NC(=O)CSc1nnc(CN2CCOCC2)n1-c1ccc(Cl)cc1,23,-29%,4%,-14%,-22,9,5%,2%,-4,-8%
O=C(O)CC(C(=O)O)N1C(=O)/C(=C/c2ccc(-c3nc4ccccc4s3)o2)SC1=S (stereo not drawn),5,-26%,-3%,24%,12,6,-36%,-4%,7,5%
COc1ccc(CC(=O)N2CCC3(CC2)NCCc2[nH]cnc23)cc1,21,-1%,-2%,19%,9,4,-4%,-3%,0,2%
Cc1ccc(-c2nsc3c(N4CCC(C(N)=O)CC4)ncnc23)cc1,-8,-14%,-7%,?,8,-6,-18%,-1%,4,0%
Cc1ccc(S(=O)(=O)NCCC(=O)Nc2cccc(S(=O)(=O)N3CCCC3)c2)cc1C,2,-5%,?,?,0,-29,-17%,.,.,-1%
Cc1nc(NC2CCCC2)sc1C(=O)N(C)C,-9,-9%,.,0%,-2,-2,-10%,5%,-1,2%
Cn1c(=O)c(C#N)c(-c2ccccc2)n2cnnc12,7,-2%,.,7%,-9,-3,-12%,7%,0,5%
Cc1cccc(CSc2nnc3c(n2)[nH]c2ccccc23)c1,30,-8%,12%,?,3,0,-9%,4%,3,2%
Cc1nc2ccccc2c2oc(C(=O)NCCCN3CCCC(C)C3)cc12 (stereo not drawn),-8,10%,-3%,?,1,7,-5%,-2%,1,0%
O=C(CSc1ccccc1)NNC(=O)c1ccncc1,39,11%,1%,?,-1,7,-3%,-4%,0,1%
COC(=O)CSc1nn(-c2ccc(F)cc2)c(=S)s1,-7,6%,2%,15%,0,-4,4%,2%,19,-1%
O=C(COC(=O)c1cnccn1)c1ccc([N+](=O)[O-])cc1,14,1%,-5%,5%,9,-3,-1%,-5%,1,2%
C/C=C/C=C/C(=O)O,-7,9%,6%,12%,-6,17,4%,-7%,-1,3%
COc1cccc(/C=N/n2c(CO)nc3ccccc32)c1OC,-4,17%,11%,?,-4,2,-2%,-2%,.,1%
COc1ccc(CNC(=O)c2cc(-c3cc(C)ccc3O)n[nH]2)cc1,19,-6%,0%,0%,6,2,-2%,-6%,?,0%
